From PubChem
BRCA1 expr act = qHTS Assay to Identify Small Molecule Activators of BRCA1 Expression; MCF7-BRCA1-FFLuc reporter, luminescence, 48 h; response scale: scaled: vehicle 0%, 10 µM genistein 100%; Potency, µM (top dose mostly 46.1 µM), without a hit: top-dose activation, usual class: activators; AID 624202, 2012; 380,000 compounds, 1.1% hits; also: nearly all actives have a fitted effect of over 80% in size; some results filed as inactive show a strong effect at the top dose
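Compounds are tested at multiple concentrations on MCF7 BRCA1-luciferase reporter cells seeded at 2000 per well; after 48 h, a single luminescence end-point is taken and curves fitted to the normalized data.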
Rab9 promoter act = qHTS Assay for Rab9 Promoter Activators | Huh7 Rab9 promoter-luciferase reporter, luminescence, 24 h | Potency, µM (top dose mostly 9.22 µM), inactives show at the highest dose activation, negative = inhibition, actives largely listed as activators | 320,000 compounds, 2.8% hits; also: % of control where 0% means no effect; nearly all actives have a fitted effect of over 60% in size
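Using Huh7 cells stably transfected with Rab9 promoter–luciferase, compounds were incubated 24 h at 37 °C, 5% CO2; luciferase luminescence was read 10 min after reagent addition.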
MBNL1 CUG block = qHTS Assay for Inhibitors of MBNL1-poly(CUG) RNA binding; Potency, µM (top dose mostly 57.5 µM), for inactives: at the highest dose activity change, negative = inhibition, most hits filed as inhibitors; TR-FRET MBNL1-His/biotin-(CUG)12 binding, 665/545 ratio; 280,000 compounds, 0.036% hits; Muscleblind-like protein 1 (Homo sapiens), Q9NR56; active = well fitted inhibition curve with a large enough effect in the signal ratio, with a control signal flat, not every such curve was filed as active; inconclusive = small, poorly fitted or top-dose-only effect, or effect the other way, or a change in a side signal; inactive = no such curve, though single readings can be large or run the other way; the % refers to the signal ratio; also: % is scaled to controls: 0 for no effect and ±100 for the full control effect
Target sequence (Q9NR56 whole entry, looked up): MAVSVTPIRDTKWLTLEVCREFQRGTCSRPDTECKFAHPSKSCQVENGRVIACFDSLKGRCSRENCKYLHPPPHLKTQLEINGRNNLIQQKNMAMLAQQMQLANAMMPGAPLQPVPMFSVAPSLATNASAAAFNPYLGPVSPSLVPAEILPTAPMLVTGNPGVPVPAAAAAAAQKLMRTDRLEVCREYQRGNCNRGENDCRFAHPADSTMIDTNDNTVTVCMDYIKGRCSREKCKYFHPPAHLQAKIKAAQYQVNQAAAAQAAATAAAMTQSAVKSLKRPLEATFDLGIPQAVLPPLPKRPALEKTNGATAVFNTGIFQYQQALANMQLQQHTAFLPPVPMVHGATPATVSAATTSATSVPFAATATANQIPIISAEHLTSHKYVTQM
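Compounds (final 92 nM to 58 uM) are added to His-tagged MBNL1 and biotin-(CUG)12, then terbium anti-His antibody and streptavidin-XL665 (5 nM final). After 60 min at room temperature, the 665/545 nm ratio is read.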
CXXC DNA block = qHTS Fluorescence Polarization Assay for Inhibitors of MLL CXXC domain - DNA interaction; Histone-lysine N-methyltransferase 2A (Homo sapiens), Q03164; MLL-CXXC / FITC-HOXA9 DNA fluorescence polarization; Potency, µM (highest dose often 115 µM), for inactives: at the highest dose activity change, negative = inhibition, most hits filed as inhibitors; 290,000 compounds, 0.037% hits; active = well fitted inhibition curve with a large enough effect in the polarisation, with a control signal flat, not every such curve was filed as active; inconclusive = small, poorly fitted or top-dose-only effect, or effect the other way, or a change in a side signal; inactive = no such curve, though single readings can be large or run the other way; the % refers to the polarisation
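Purified MLL-CXXC (added from a 7 uM solution) was preincubated 5 min at ambient with pinned compounds in 50 mM Tris-HCl pH 7.5, 50 mM NaCl, 1 mM DTT, 0.05% BSA. Fluorescein-labeled HOX-A9 DNA (50 nM solution) followed, 30 min, then polarization read.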
FLuc modulator = qHTS profiling assay for firefly luciferase inhibitor/activator using purifed enzyme and Km concentrations of substrates (counterscreen for miR-21 project) | purified FLuc, Km substrates, luminescence inhibition | Potency, µM (doses to about 57.5 µM), without a hit: top-dose activity change, negative = inhibition, usual class: inhibitors | 360,000 compounds, 6.9% hits | AID 588342, 2011;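 also: plate controls were vehicle for no effect and reference inhibitor for full effect; nearly all actives have a fitted effect of over 55% in size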
Target sequence (P08659 whole entry, looked up): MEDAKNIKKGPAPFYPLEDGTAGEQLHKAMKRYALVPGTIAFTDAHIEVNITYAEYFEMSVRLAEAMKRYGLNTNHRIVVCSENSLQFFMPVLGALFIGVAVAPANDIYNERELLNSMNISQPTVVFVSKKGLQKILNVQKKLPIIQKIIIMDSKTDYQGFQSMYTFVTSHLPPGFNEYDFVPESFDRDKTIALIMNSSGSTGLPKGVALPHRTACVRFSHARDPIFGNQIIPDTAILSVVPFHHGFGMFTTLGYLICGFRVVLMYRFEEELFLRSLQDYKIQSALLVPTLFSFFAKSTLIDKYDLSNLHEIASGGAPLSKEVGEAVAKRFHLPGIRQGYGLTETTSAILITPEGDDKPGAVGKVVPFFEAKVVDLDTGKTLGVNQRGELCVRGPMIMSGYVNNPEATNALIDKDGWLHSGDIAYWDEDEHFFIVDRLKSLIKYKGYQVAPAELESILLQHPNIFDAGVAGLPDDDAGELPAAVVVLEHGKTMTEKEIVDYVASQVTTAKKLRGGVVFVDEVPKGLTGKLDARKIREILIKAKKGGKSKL
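Purified P. pyralis luciferase (10nM final) with 10uM D-luciferin and 10uM ATP (Km levels) in 50mM Tris acetate pH 7.5, 10mM Mg acetate, 0.01% Tween-20, 0.05% BSA; qHTS 6-point titration, ~60 µM downward; luminescence read.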
ELG1 genotoxic = qHTS screen for small molecules that induce genotoxicity in human embryonic kidney (HEK293T) cells expressing luciferase-tagged ELG1; HEK293T ELG1-luciferase reporter, luminescence, 16 h; Potency, µM (titrated, usually from 46 µM), inactives show at the top dose activity change, positive = activation, usual class: activators; 330,000 compounds, 1.3% hits; AID 504466, 2011; also: % of control where 0% means no effect; nearly all actives have a fitted effect of over 60% in size
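HEK293T cells expressing luciferase-tagged ELG1 were treated with compound or DMSO for 16 hr at 37°C. Luciferase activity was then read after 30 min with ONE-Glo at room temperature; rising signal flags genetic stress.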
uPA surface inh = qHTS for Inhibitors of Cell Surface uPA Generation | cell surface uPA generation assay, qHTS | Potency, µM (highest dose often 38.3 µM), inactives show top-dose activity change, negative = inhibition, most hits filed as inhibitors | 330,000 compounds, 0.31% hits | AID 540303, 2011; active = well fitted inhibition curve with a large enough effect; inconclusive = small, poorly fitted or top-dose-only effect; inactive = no such curve, though single readings can be large or run the other way; tested in mouse RAW 264.7 cells; also: % is scaled to controls: 0 for no effect and ±100 for the full control effect; nearly all actives have a fitted effect of over 55% in size
VP16 counter = VP16 counterscreen qHTS for inhibitors of ROR gamma transcriptional activity; 310,000 compounds, 3.5% hits; Potency, µM (titrated, usually from 53.6 µM), for inactives: at the highest dose activity, negative = inhibition, most hits filed as inhibitors; Drosophila S2 Gal4-VP16 UAS-luciferase, luminescence, 20 h;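 also: Gal4-VP16 expression switched on by copper sulfate through the metallothionein promoter; % is scaled to controls: 0 for no effect and ±100 for the full control effect; nearly all actives have a fitted effect of over 50% in size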
NPC1 promoter act = qHTS Assay for NPC1 Promoter Activators | Huh7 NPC1 promoter luciferase reporter, 24 h | Potency, µM (doses to about 9.22 µM), for the others: at the highest dose activation, usual class: activators | 320,000 compounds, 2.4% hits | AID 485313, 2010;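 also: % of control where 0% means no effect; nearly all actives have a fitted effect of over 60% in size; reporter is driven by a mutant NPC1 promoter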
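Readout is luciferase luminescence, reflecting NPC1 promoter activation in stably transfected Huh7 cells after 24 h compound exposure at 37 °C in reduced-serum medium with 10% FBS.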
p53 reactivation = qHTS assay for re-activators of p53 using a Luc reporter; H1299 p53-A138V BP100-luciferase reporter, luminescence, 24 h; Potency, µM (titrated, usually from 92.2 µM), inactives show top-dose activity change, positive = activation, hits mostly activators; 320,000 compounds, 0.063% hits; AID 504706, 2011; also: % of control where 0% means no effect; nearly all actives have a fitted effect of over 45% in size
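p53-null H1299 cells stably carrying temperature-sensitive p53-A138V and a BP100-luciferase reporter were pinned with compounds (4-point, 1:5 series) and held 24 hrs at 37 deg C. Luminescence was read 10 min after detection reagent.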
RORg inh = qHTS for inhibitors of ROR gamma transcriptional activity. 310,000 compounds, 5.4% hits. Potency, µM (titrated, usually from 53.6 µM), for inactives: at the top dose activity change, negative = inhibition, most hits filed as inhibitors. AID 2551, 2010. Drosophila S2 Gal4-RORgamma UAS-luciferase reporter, 20 h. Nuclear receptor ROR-gamma (Mus musculus), P51450; also: % is scaled to controls: 0 for no effect and ±100 for the full control effect; nearly all actives have a fitted effect of over 60% in size
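A Gal4/UAS one-hybrid system in insect cells: metallothionein-promoter Gal4–ROR gamma fusion plus Photinus luciferase reporter. Copper sulfate 700 uM final, 20 hr ambient incubation, luminescent detection after 10 min with reagent.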
* hit, by the source's call; ? = inconclusive; · = not tested or not shown; & = joins results of further samples; [ ] = remark or other dose. Unless noted, calls follow the shape of the dose curve; as a rule, active = well fitted curve in the direction sought with a large enough effect; inconclusive = small, poorly fitted or top-dose-only effect, or another doubt; inactive = no such curve, though single readings can be large; an effect the other way counts as inactive or inconclusive. Potency is read from the fitted curve at half-maximal effect. This is a subset; rates above refer to the full screens.

molecule | BRCA1 expr act | Rab9 promoter act | MBNL1 CUG block | CXXC DNA block | FLuc modulator | ELG1 genotoxic | uPA surface inh | VP16 counter | NPC1 promoter act | p53 reactivation | RORg inh
COCCNC(=O)CN(c1ccccc1OC)S(C)(=O)=O | -4% | 3% | 15% | -11% | 1% | 2% | -3% | -1% | -3% | -5% | -3%
NC(=S)N/N=C/c1ccc2ccccc2c1 | 26% | 0% | · | 12% | -14% | ? | -9% | ? | 1% | 7% | ?
O=C(NCCN1CCOCC1)c1ccc(Cl)c([N+](=O)[O-])c1 | -5% | 8% | ? | 2% | 1% | 0% | 2% | -12% | -2% | 5% | -23%
COc1ccc(C(CC(=O)N2CCOCC2)c2c(OC)cc(OC)c3ccc(=O)oc23)cc1 (stereo not given) | 0% | -16% | 16% | 4% | -2% | ? | 0% | -3%&-11% | -5% | -7% | 2%&3%
O=C(Cn1cnc(S(=O)(=O)N2CCCC2)c1)Nc1ccccc1 | 8%&9% | 0% | 0% | 8% | 1%&-4% | 1% | 1% | 6% | -9% | 7% | 1%
COc1cc(OC)cc(C(=O)N[C@H](C(=O)OCC(=O)NC(C)c2ccccc2)C(C)C)c1 (stereo not given in full) | 3% | -1% | -4% | 2% | 1% | -2% | 0% | -25% | 3% | 2% | ?
CCCOc1ccccc1C(=O)NCCCC(=O)O | 16% | -8% | -1% | 4% | 8% | 1% | 2% | -1% | -2% | 0% | -24%
COc1ccc(C2=NS(=O)(=O)N(C)C(C(=O)N3CCCCC3)=C2)cc1OC | 1% | 7% | ? | · | 2% | 6% | -14% | -5% | -1% | · | 9%
Cc1ccc(C)c(C(=O)COC(=O)C2CCN(c3ccc(C(F)(F)F)cn3)CC2)c1 | -28% | 1% | · | · | 7% | 4% | 6% | · | -6% | 0% | ·
CCc1ccc(NC(=O)COC(=O)c2cccs2)cc1 | 24% | -2% | 1% | 16% | 6.7µM* | 5% | 0% | 18% | 1% | 8% | -2%
COc1ccccc1/C=N/NC(=O)CC(=O)NCc1cccnc1 | 2% | -5% | -6% | -3% | -1% | 2% | 1% | 0% | 1% | -1% | 21%
CCCNC(=O)COC(=O)c1ccc(S(=O)(=O)N2CCCC2)cc1 | -11% | -2% | -5% | -2% | 2% | 2% | 2% | -19% | -3% | 4% | -19%
O=C(NC1CCCCCC1)c1ccc2c(=O)n3c(nc2c1)CCCCC3 | ? | 2µM* | -1% | -15% | 8.5µM* | 3.5µM* | -1% | -1% | 2.8µM* | ? | 12%
CC(=O)c1ccc(N2CCN(S(=O)(=O)c3cn(C)c(C)n3)CC2)cc1 | -8% | -1% | -3% | -4% | -2% | 10% | -2% | -6% | -3% | 0% | -10%
CCOC(=O)c1sc(-c2ccccc2)cc1NC(=O)Nc1ccc([N+](=O)[O-])cc1 | -36% | -7% | · | 1% | 3% | ? | -4% | -4% | -6% | -12% | -4%
CCOc1cc(-c2noc(CCC(=O)NC3CCCCC3)n2)ccc1OC | 13% | 0% | 0% | 0% | -1% | -3% | 8% | 3% | -1% | 0% | 34%
Nc1ccc(C(=O)Oc2ccc([N+](=O)[O-])cc2)cc1 | 29% | 14% | 4% | 245%[activator] | 3.4µM* | ? | 1% | -17% | 5% | 9% | 7%
O=C1CSC(=Nc2ccccc2)N1 | 1% | · | -4% | 0% | 4% | · | 1% | 10% | · | · | -3%
COCc1c(C(=O)N/N=C(\C)c2ccc(Cl)s2)nnn1-c1nonc1N | 5% | -5% | -3% | 6% | 1% | -4% | 3% | -2% | -1% | 4% | -25%
O=C(NC12CC3CC(CC(C3)C1)C2)c1cccnc1Cl | -10% | -4% | -4% | -3% | -3% | 0% | 20% | -4% | 0% | 6% | -5%
Cc1nn(-c2ccc(C(=O)NCC(c3ccco3)N3CCCC3)cc2)c(C)c1Cl (stereo not given) | 2% | -1% | · | · | -2% | -1% | 1% | · | -1% | -11% | ·
CC1Cc2ccccc2N1C(=O)CSC1=NCCS1 (stereo not given) | 6% | -1% | 3% | 0% | ? | 0% | -30% | 1% | 4% | ? | ?
O=C1CC(N2CCN(S(=O)(=O)c3ccc([N+](=O)[O-])cc3)CC2)C(=O)N1c1ccccc1F (stereo not given) | 2% | 0% | · | · | 2% | -2% | 6% | · | 0% | -6% | ·
CNS(=O)(=O)c1cccc(C(=O)OCC(=O)NC(C)CCc2ccccc2)c1 (stereo not given) | 1% | -1% | 0% | 0% | -2% | -8% | 6% | 5% | 2% | -2% | 19%
O=C(CSc1ccccc1)N1CCN(S(=O)(=O)c2cccs2)CC1 | 21% | 18% | -2% | 24% | -1% | 3% | -2% | -4% | -4% | -7% | 21%
Cc1ccc2nc(COc3ccc(Cl)cc3)cc(=O)n2c1 | ? | 1.3µM* | · | -1% | ? | 23% | 8% | -8% | 3.5µM* | 24% | 44%
ONC(=Nc1ccccc1)c1ccccc1Cl | 4% | 2% | -1% | -8% | 0% | 0% | 1% | 1% | 2% | -5% | 4%
COc1cccc(C(C2C(=O)CC(C)(C)CC2=O)C2C(=O)CC(C)(C)CC2=O)c1 | 12% | -2% | -9% | 15% | -1% | 0% | 14% | -20% | -6% | 3% | 3%
COC(=O)C1CC(=O)c2sccc2C1 (stereo not given) | 19% | 0% | -15% | -6% | -1% | 3% | 11% | -5% | 1% | 4% | 3%
CCOc1ccc(C(=O)c2nc3c(n2O)CCCCC3)cc1 | 23% | 2% | 8% | 2% | 0% | -1% | 3% | ? | 3% | 27% | ?
COC(=O)C(Cc1ccc(OC(=O)c2ccc(C)cc2)cc1)N1Cc2ccccc2C1=O (stereo not given) | ? | ? | -1% | 117%[activator] | ? | 9% | -9% | ? | ? | ? | ?
CCc1ccc(CNC(=O)c2nn(C)c3c2CS(=O)(=O)c2ccccc2-3)cc1 | -27% | 2% | -5% | 0% | 2% | -10% | -24% | -15% | 1% | 1% | 25%
N#C/C(=C\c1ccc(F)c(Cl)c1)S(=O)(=O)c1ccccn1 | 6% | 1% | -3% | ? | -11% | 1% | 6% | -4% | -3% | -4% | -3%
O=c1cc(N2CCN(Cc3ccccc3)CC2)[nH]c(=O)n1Cc1ccc(F)cc1 | 2% | 0% | 1% | -5% | 0% | -4% | · | -8% | -9% | -6% | ?
COc1cc(OC)c(-n2c(C)cc(C=O)c2C)cc1Cl | 3% | 0% | 0% | 13% | 1% | 2% | · | 4% | -1% | -6% | -24%
O=C(NCC1CCCO1)c1cc(-c2ccccc2)on1 (stereo not given) | -45% | 2.5µM* | 4% | -3% | 15µM* | 10µM* | ? | -9% | 2.5µM* | ? | -5%

Quoted at random: 4 records from the list.
molecule | BRCA1 expr act | Rab9 promoter act | MBNL1 CUG block | CXXC DNA block | FLuc modulator | ELG1 genotoxic | uPA surface inh | VP16 counter | NPC1 promoter act | p53 reactivation | RORg inh
N#C/C(=C\c1ccc(F)c(Cl)c1)S(=O)(=O)c1ccccn1 | 6% | 1% | -3% | ? | -11% | 1% | 6% | -4% | -3% | -4% | -3%
Cc1nn(-c2ccc(C(=O)NCC(c3ccco3)N3CCCC3)cc2)c(C)c1Cl (stereo not given) | 2% | -1% | · | · | -2% | -1% | 1% | · | -1% | -11% | ·
CCOc1ccc(C(=O)c2nc3c(n2O)CCCCC3)cc1 | 23% | 2% | 8% | 2% | 0% | -1% | 3% | ? | 3% | 27% | ?
COc1cc(OC)c(-n2c(C)cc(C=O)c2C)cc1Cl | 3% | 0% | 0% | 13% | 1% | 2% | · | 4% | -1% | -6% | -24%
